# Screening results from PubChem.
# CHRM1 antagonist – human CHRM1 antagonism. AID 588852. 360,000 tested, 1.3% active. CHO-K1 hM1, Fluo-8 calcium fluorescence, ACh EC80 antagonist. P11229. inhibition, % at 3 µM;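 active means percent inhibition above its own plate's cutoff, namely the mean of that plate's compound wells plus 3 SD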;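 further: peak over basal fluorescence ratio during 140 s after agonist addition; 0% = ACh EC80 plus DMSO and 100% = DMSO alone without agonist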
# TAAR1 antag – human TAAR1 antagonism | Q96RJ0 | CHO RD-HGA16 TAAR1, Fluo-8 calcium fluorescence, antagonist | inhibition, % at 3 µM | 360,000 tested, 1.5% active | AID 624466;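 active means inhibition above a per-plate cutoff, the mean inhibition of test compounds on that plate plus 3 SD, cut at about 49% in these data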;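 further: 0% = DMSO plus EC80 beta-PEA response and 100% = DMSO alone without agonist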
# Target sequence (Q96RJ0 whole entry, looked up): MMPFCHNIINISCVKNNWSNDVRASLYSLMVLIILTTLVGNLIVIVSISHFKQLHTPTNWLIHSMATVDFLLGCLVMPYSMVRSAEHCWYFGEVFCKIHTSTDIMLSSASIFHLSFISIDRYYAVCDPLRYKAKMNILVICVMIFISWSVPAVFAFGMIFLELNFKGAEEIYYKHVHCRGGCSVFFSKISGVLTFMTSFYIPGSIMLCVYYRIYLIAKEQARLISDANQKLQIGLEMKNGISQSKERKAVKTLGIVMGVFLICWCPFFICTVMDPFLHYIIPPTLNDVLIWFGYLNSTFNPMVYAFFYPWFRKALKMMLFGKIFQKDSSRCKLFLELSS
#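 Test system – hTAAR1-expressing CHO RD-HGA16 cells, Gα16-coupled · Also added – β-PEA at EC80 concentration, post-compound challenge · Compound – 3 µM, single point · Incubation – dye loading 75 min at 37 °C, then 30 min room temperature · Measured by – Fluo-8 intracellular calcium dye fluorescence, real-time kinetic reads · Benchmarks – vehicle and agonist controls · Replicates – singlicate, one well per test compound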
# OXTR potentiate – potentiates the human oxytocin receptor response. 320,000 tested, 0.061% active. CHO-OTR cells, Fluo-8 calcium fluorescence, potentiator mode; 0% = oxytocin EC15, 100% = EC100. AID 2445. activation, % at 3 µM;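 active means activation above that plate's cutoff, the mean activation of tested compounds plus 3 SD, cut at about 6.6% in these data, passing the limit was not always enough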;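 further: 100% uses oxytocin at 75 nM as the full agonist control; some results filed as inactive read as strong as hits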
# Target sequence (P30559 whole entry, looked up): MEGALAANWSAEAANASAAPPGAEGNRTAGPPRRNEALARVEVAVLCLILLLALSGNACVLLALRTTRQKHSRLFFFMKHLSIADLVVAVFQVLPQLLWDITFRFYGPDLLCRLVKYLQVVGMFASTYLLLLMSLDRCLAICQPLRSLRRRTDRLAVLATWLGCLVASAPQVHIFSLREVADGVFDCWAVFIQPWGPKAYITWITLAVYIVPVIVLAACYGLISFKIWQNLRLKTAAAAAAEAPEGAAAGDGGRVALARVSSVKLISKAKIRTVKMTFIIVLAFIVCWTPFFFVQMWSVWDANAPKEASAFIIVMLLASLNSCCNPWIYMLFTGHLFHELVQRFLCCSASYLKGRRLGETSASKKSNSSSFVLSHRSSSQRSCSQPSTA
#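 System: human OTR in CHO cells; Also added: sub-maximal oxytocin, roughly EC15; Timing: compound 6 min at room temperature before oxytocin, 100 s read; Technique: Fluo-8 intracellular calcium fluorescence, ex 470-495, em 515-575 nm; Controls: oxytocin EC15 low and EC100 high; Replication: singlicate.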
# M1 ag parental – counter-screen for M1 agonists: effect in parental CHO-K1 cells | Fluo-8 calcium fluorescence; scaled to maximal ATP response, vehicle zero | activation, % at 3 µM | 360,000 tested, 0.48% active | AID 602248; in the data active means activation above about 15%;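 further: untransfected CHO-K1 host cells lacking M1 receptor as counterscreen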
# CHO-K1 Ca antag – M1 antagonist counterscreen hit in parental CHO-K1 cells | ATP-induced calcium, Fluo-8 fluorescence | inhibition, % at 3 µM | 360,000 tested, 0.6% active;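 active means inhibition above a per-plate cutoff, the plate's mean sample inhibition plus 3 SD, cut at about 24% in these data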;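 further: 0% = DMSO plus EC80 ATP and 100% = DMSO alone without ATP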
# M1 PAM parental – M1 PAM counterscreen hit in parental CHO-K1 cells; ATP EC20, Fluo-8 calcium fluorescence; 0% at ATP EC20, 100% at ATP max; activation, % at 3 µM; 360,000 tested, 0.02% active; AID 602247;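 active means activation above the run cutoff, the mean activation of all test compounds plus 3 SD, cut at about 40% in these data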;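 further: peak over basal fluorescence ratio in a 140 s read after ATP addition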
# TAAR1 ag – human TAAR1 agonism; 360,000 tested, 0.99% active; activation, % at 3 µM; AID 624467; Q96RJ0; CHO RD-HGA16 TAAR1, Fluo-8 calcium fluorescence; vehicle wells 0%, saturating PEA agonist 100%;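 active means activation above the mean activation of all test compounds in the run plus 3 SD, cut at about 38% in these data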
#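 Repeats: no replicates (n 1) | Material: CHO-derived RD-HGA16 cells with stable Gα16 and human TAAR1 | Technique: Kinetic Fluo-8 calcium fluorescence | Schedule: 17-24 h seeding, 75 min 37 °C dye, 30 min RT | Evaluation: % activation from peak over basal fluorescence ratio, DMSO-to-PEA scaled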
# CHO parental Ca – counter-screen for OX1R antagonists: effect in parental CHO cells; inhibition, % at 5.6 µM; AID 463079; parental CHO-K1, ATP-induced calcium, Fluo-8 fluorescence; 330,000 tested, 0.63% active;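 active means inhibition above that plate's mean sample inhibition plus 3 SD, cut at about 26% in these data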;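 further: 0% = ATP-challenged DMSO wells and 100% = DMSO wells without ATP; some compounds past the cut are filed as inactive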
#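 Material – parental CHO cells · Reagent – ATP stimulus · Compound – single nominal dose of 5.6 µM per compound · Detection – Fluo-8 fluorescence · Read-out basis – percent inhibition of calcium signal · Controls – ATP-challenged DMSO wells low, unchallenged DMSO wells high · Repeats – no replicates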
# CHRM1 agonist – activates human CHRM1 receptor; activation, % at 3 µM; 360,000 tested, 0.33% active; CHO-K1 hM1, Fluo-8 calcium fluorescence, agonist mode; 0% DMSO, 100% acetylcholine EC100; P11229;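 active means activation above the run's mean compound activation plus 3 SD, cut at about 16% in these data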;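 further: peak over basal fluorescence ratio within a 140 s kinetic read after compound addition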
# The depositor's hits bear a star; . = not tested or not shown.
SMILES,CHRM1 antagonist,TAAR1 antag,OXTR potentiate,M1 ag parental,CHO-K1 Ca antag,M1 PAM parental,TAAR1 ag,CHO parental Ca,CHRM1 agonist
COc1ccc(C(OC(=O)c2ccco2)C(=O)NC2CCCC2)cc1OC (configuration not stated),-4.0,2.1,2.9,0.2,-10.6,10.6,2.0,-3.0,-6.7
CCN(CC)c1ccc(NS(=O)(=O)c2ccc(-c3ccc(=O)[nH]n3)o2)c(C)c1,12.6,-10.2,-15.8,1.7,7.5,-24.8,-1.1,-7.9,-0.9
Cn1c(COc2ccccc2)nnc1SCCSc1nnc(COc2ccccc2)n1C,9.0,-8.5,-3.8,0.2,-2.9,0.2,4.7,-5.0,-4.2
Cc1onc(-c2ccccc2Cl)c1C(=O)Nc1nnc(-c2ccc(Cl)cc2Cl)s1,-10.9,-15.0,-3.9,0.3,1.0,3.7,-0.9,-10.3,-5.1
CCS(=O)(=O)c1ccc(C(=O)NC2CC2)c(Cl)c1Cl,3.8,3.5,-3.0,0.6,-10.7,5.2,1.6,3.8,-1.3
O=C(CN1CCN(S(=O)(=O)c2ccc(F)cc2)CC1)Nc1ccccc1C(=O)NC1CC1,12.6,21.1,.,5.1,-5.3,1.9,15.5,.,-2.3
CC1CCCC(C)N1C(=O)COc1cccc(Oc2ccccc2)c1 (configuration not stated),-6.6,-5.3,-1.1,-0.5,-7.3,8.5,2.0,-18.0,-2.4
COc1ccc(C(=O)NCCCN2CCOCC2)cc1,-15.2,-22.4,2.8,0.1,-18.4,15.1,1.6,1.2,-3.8
CCN(CC)S(=O)(=O)c1ccc(OCC(=O)NC(=O)c2ccccc2OC)c([N+](=O)[O-])c1,0.6,11.5,3.0,1.9,-9.3,15.7,0.8,-4.9,-4.1
Cc1ccccc1NC(=O)/C(=C\c1cccs1)NC(=O)c1ccccc1,-3.3,-9.8,-6.3,0.8,-5.1,10.3,4.4,-9.3,-0.7
CCOC(=O)C1CCN(C(=O)CCNC(=O)c2cc(OC)c(OC)c(OC)c2)CC1,1.2,-10.2,-5.4,0.6,15.4,-13.6,14.0,4.2,-0.8
COc1ccccc1-c1cnc(C(O)c2ccc(F)c(C)c2)[nH]1 (configuration not stated),-11.8,0.7,.,0.9,-4.7,7.4,3.8,.,3.0
COc1cccc(/C=N/NC(=O)NC23CC4CC(CC(C4)C2)C3)c1O,-20.9,.,-17.1,2.2,-2.0,9.8,.,4.0,6.3
CC(C)(C)OC(=O)CNC(=O)c1[nH]cnc1C(=O)N[C@@H](Cc1ccccc1)C(=O)OCc1ccccc1,1.6,51.3*,0.0,0.2,-1.0,10.5,15.4,-9.5,-2.4
COc1cc(NC(=O)[C@@H]2CCCN2S(=O)(=O)c2cccc3cccnc23)cc(OC)c1OC,-7.0,8.3,6.1,0.5,-11.3,18.3,12.2,-16.7,-5.6

# 5 structures out of the list, sorted by SMILES length, falling:
SMILES,CHRM1 antagonist,TAAR1 antag,OXTR potentiate,M1 ag parental,CHO-K1 Ca antag,M1 PAM parental,TAAR1 ag,CHO parental Ca,CHRM1 agonist
O=C(CN1CCN(S(=O)(=O)c2ccc(F)cc2)CC1)Nc1ccccc1C(=O)NC1CC1,12.6,21.1,.,5.1,-5.3,1.9,15.5,.,-2.3
CCN(CC)c1ccc(NS(=O)(=O)c2ccc(-c3ccc(=O)[nH]n3)o2)c(C)c1,12.6,-10.2,-15.8,1.7,7.5,-24.8,-1.1,-7.9,-0.9
Cc1onc(-c2ccccc2Cl)c1C(=O)Nc1nnc(-c2ccc(Cl)cc2Cl)s1,-10.9,-15.0,-3.9,0.3,1.0,3.7,-0.9,-10.3,-5.1
COc1ccc(C(OC(=O)c2ccco2)C(=O)NC2CCCC2)cc1OC (configuration not stated),-4.0,2.1,2.9,0.2,-10.6,10.6,2.0,-3.0,-6.7
CC1CCCC(C)N1C(=O)COc1cccc(Oc2ccccc2)c1 (configuration not stated),-6.6,-5.3,-1.1,-0.5,-7.3,8.5,2.0,-18.0,-2.4

# Other structures follow.
SMILES,CHRM1 antagonist,TAAR1 antag,OXTR potentiate,M1 ag parental,CHO-K1 Ca antag,M1 PAM parental,TAAR1 ag,CHO parental Ca,CHRM1 agonist
Cc1cccc(Cn2c(C(C)O)nc3ccccc32)c1 (configuration not stated),-14.6,-2.9,-22.1,0.7,-11.6,16.5,9.9,-13.5,-0.3
COc1ccc(CCNC(=O)[C@H](C)NC(=O)N2CCn3c2nc2ccccc23)cc1OC,-6.6,-16.6,2.7,-0.1,-11.2,6.8,1.4,-17.5,-4.7
CC(C)CC(NC(=O)OC(C)(C)C)c1cn([C@@H](CCC(=O)OC(C)(C)C)C(=O)N2CCN(C(=O)OC(C)(C)C)CC2)nn1 (some centres not stated),-8.2,-3.7,-4.5,-0.6,-11.4,12.8,-1.9,-18.9,-4.7
CCC(=O)Nc1nc2c(OC)ccc(C)c2s1,-9.3,-17.3,-3.4,1.6,-3.3,28.5,-0.1,-3.8,-9.8
Cc1cccc(-n2ccc(=O)c(C(=O)O)n2)c1,-4.6,-7.9,-3.2,0.0,10.3,2.2,9.2,-4.9,-3.0
C/C(=N/NC(=O)c1ccc2c(c1)OCCO2)c1ccc([N+](=O)[O-])cc1,-3.6,-25.8,-3.8,0.7,-10.8,-6.3,1.4,-0.5,-2.2
CCC(Oc1ccccc1)C(=O)N1CCN(C(=O)C(CC)Oc2ccccc2)CC1 (configuration not stated),-10.2,-4.0,3.2,3.0,-13.9,-3.2,4.6,-13.1,-0.9
COc1ccc(C(=O)Nc2ccccc2C(=O)O)cc1NC(=O)C(c1ccccc1)c1ccccc1,10.0,-10.3,-4.2,-0.9,3.0,-19.9,-5.1,3.4,-1.4
CCN(CCn1cccn1)Cc1ccccc1OCC(O)CN1CCc2ccccc2C1 (configuration not stated),1.8,-0.2,-9.8,0.1,-14.0,7.2,0.3,1.5,-6.6
CCOC(=O)C1(Cc2ccccc2)CCCN(Cc2ccc(OCC)c(CO)c2)C1 (configuration not stated),-5.8,-18.1,-0.1,0.9,-4.1,-8.3,0.1,-5.2,-5.9
CC1CCC(NC(=O)CN2CCCN(Cc3ccc(F)cc3Cl)C2=O)CC1 (configuration not stated),-1.4,-26.8,-12.7,1.1,-7.0,3.2,4.3,-10.3,-3.5
Cc1cccc(C)c1NC(=O)CN(C)C(=O)c1ccc(COc2ccccc2)cc1,-12.1,-10.3,-11.3,2.9,-4.2,-4.4,3.5,-16.8,-0.1
CCOc1ccccc1NC(=O)CSc1nc2c(c(=O)n1C)SC(C)C2 (configuration not stated),-5.1,-13.2,-5.2,4.0,-14.0,15.8,-0.9,-14.2,0.9
c1ccc(CNc2nc(NCc3ccco3)nc(N3CCOCC3)n2)cc1,2.1,7.7,-14.9,2.6,-13.4,21.5,13.1,-8.2,-8.3
Cc1nc2cc(-c3cccc(F)c3)nn2c(N2CCN(C(=O)c3ccco3)CC2)c1C,-3.8,16.3,-6.2,0.3,1.7,-1.4,1.3,-11.0,-4.0
CCOC(=O)N1CCN(C(=O)CSc2ccc(-c3ccccc3)nn2)CC1,-6.2,-3.7,-12.7,0.0,-10.5,-1.1,2.5,-9.6,-3.3
C#CCOCCOCCOCCNc1nc(N2CCN(C(=O)[C@H]([C@@H](C)CC)n3cc(CCCCN)nn3)CC2)nc(N2CCN(C(=O)[C@H](C)n3cc(CCCN=C(N)N)nn3)CC2)n1,-11.0,6.0,-0.9,0.1,-8.9,15.8,2.8,-8.7,-7.9
COc1ccccc1NS(=O)(=O)c1cc(NC(=O)C2=NNC(=O)CC2)ccc1C,-5.8,-4.3,-4.4,1.6,-15.6,5.7,18.6,-12.5,-1.3
Cc1ccc(-c2nc(-c3ccccn3)no2)cc1,-29.7,-14.3,-8.9,-0.6,-2.5,6.0,2.1,-4.7,-4.9
O=C1CCCC(=O)C1CS(=O)(=O)c1ccccc1,6.1,-7.6,-13.7,0.2,9.5,-7.6,5.6,-5.4,-5.4
O=C(CCNC(=O)Cn1ccc2ccccc2c1=O)NCc1ccc(F)cc1Cl,-10.2,-1.4,-2.9,0.4,-5.9,18.8,-0.6,-10.3,-1.4
O=C(CN1CCCCCC1)Nc1ccccc1Cl,-5.3,-15.8,-4.0,-0.6,22.1,-23.2,4.5,-10.9,-0.9
CC1CN(c2ccc([N+](=O)[O-])cc2C(=O)N2CCOCC2)CC(C)N1 (configuration not stated),-3.5,-12.3,-5.4,1.0,-6.0,23.1,-0.8,1.7,-6.4
CCn1c(CC(=O)Nc2ccc(C)cc2)n[nH]c1=S,3.1,-14.1,-15.6,0.6,-10.5,18.7,1.1,-1.7,-3.7
COC(=O)CN1C(=O)[C@H]2[C@@H](/C=C/c3ccccc3)N3C(=O)CN(Cc4ccc(-c5ccccc5)cc4)C(=O)[C@@]3(C)[C@H]2C1=O,0.4,-5.8,-1.2,-0.3,-16.2,16.1,0.2,-32.9,2.3
Cc1ccc(CNC(=O)CCCn2nc(C)n3ccnc3c2=O)cc1,-20.8,-31.5,-5.4,1.3,-4.1,26.4,6.8,-4.6,-3.4
COc1ccc(OC)c(CNC(=O)CCC(=O)N2Cc3cccc(OC)c3Oc3ncccc32)c1,-10.0,-9.8,-8.6,1.2,-3.6,-0.1,1.0,-15.1,-4.4
COCCN1C(=O)c2ccccc2C(C(=O)N2CCN(c3ccccn3)CC2)C1c1ccc(F)cc1 (configuration not stated),13.8,2.2,.,2.4,-3.6,6.9,6.0,.,-1.5
CCCCNc1ccc(C(=O)Nc2cccc(C)n2)cc1[N+](=O)[O-],-5.0,24.1,-2.7,0.5,4.9,-9.0,7.2,-34.0,3.9
COC(=O)c1ccc(NC(=O)N(c2ccccc2)c2ccccc2)cc1,-2.6,-2.0,-5.7,9.6,2.0,-1.9,2.9,5.2,-1.0
COc1ccc(N2CCN(C(=O)c3cc(=O)c4cc(C)c(C)cc4o3)CC2)cc1,-4.6,1.6,-0.6,-1.4,-2.9,9.8,-1.8,-17.7,0.2
CCCSc1nnc2n(N)c(=O)c3ccccc3n12,-10.1,2.8,0.5,1.2,-8.5,19.2,4.3,-13.4,-6.1
COCCn1c(SCC(=O)NCc2ccc3c(c2)OCO3)nc2ccccc2c1=O,0.9,-5.8,-1.0,0.6,-10.4,-11.2,1.7,-15.1,-1.0
